Source: PubChem BioAssay (Broad Institute)
ARNT TACC3 PPI – disrupts binding between human ARNT and TACC3; Q9Y6A5; AlphaScreen His-ARNT PAS-B/GST-TACC3 binding, luminescence; TACC3 fragment carries E629A point mutation; inhibition, % at 9.99 µM; hit rate 0.66% among 390,000;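 active = mean inhibition of replicates at least 50% and at least half of replicates each reaching 50%; inconclusive = half or more replicates reach 50% but mean below 50%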;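 note: 0% = complete ARNT plus TACC3 wells and 100% = ARNT alone without TACC3; many hits fall short of the cut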
esBAF inh – SWI/SNF esBAF complex inhibition. mouse ES cells, Bmi1-luciferase knock-in reporter, 24 h; 100% = twice the neutral-well signal. reporter increase, % at 12.5 µM. hit rate 2% among 350,000. AID 602393; in the data active = activation above about 40%; inconclusive = no clear call, values can overlap the other calls;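 note: 0% = median of the plate's neutral control wells and 100% = double that signal; a rise in the Bmi1 reporter signal indicates esBAF inhibition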
RAD52 inh – blocks human RAD52 DNA annealing | P43351 | recombinant RAD52 DNA annealing, FRET fluorescence | inhibition, % at 18.7 µM | hit rate 0.46% among 360,000 | AID 651710;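 active = every replicate showing at least 50% inhibition; inconclusive = mean inhibition at least 50% but not in every replicate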
Target sequence (P43351 whole entry, looked up): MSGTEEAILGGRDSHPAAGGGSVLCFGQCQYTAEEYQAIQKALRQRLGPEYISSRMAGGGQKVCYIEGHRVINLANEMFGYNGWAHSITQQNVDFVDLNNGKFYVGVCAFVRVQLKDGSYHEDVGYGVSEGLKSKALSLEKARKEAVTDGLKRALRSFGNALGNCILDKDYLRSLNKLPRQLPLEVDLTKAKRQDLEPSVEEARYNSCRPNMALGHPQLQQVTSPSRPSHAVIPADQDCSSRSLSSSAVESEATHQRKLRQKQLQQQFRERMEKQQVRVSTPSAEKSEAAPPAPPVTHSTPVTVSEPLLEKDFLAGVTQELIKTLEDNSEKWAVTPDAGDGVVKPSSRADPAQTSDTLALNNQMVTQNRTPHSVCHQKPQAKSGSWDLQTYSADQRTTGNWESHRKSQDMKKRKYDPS
XiGFP reactiv – X-chromosome reactivation activator; XiGFP mouse fibroblasts, % GFP-positive cells imaging, 3 d; cells co-treated with 5-aza-dC sensitizer; scaled so ellipticine positive control = 100%; activation, % at 7.58 µM; hit rate 0.055% among 360,000;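 active = mean normalized replicate activation at least 10% and every replicate at or above 10%; inconclusive = only one of the two criteria met; inactive = mean below 10% and not all replicates reach 10%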;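 note: 0% = median of on-plate neutral control wells and 100% = ellipticine 6 µM median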
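Assay system: SV40-immortalized XiGFP fibroblast cells, line 68-5-11; buffer or medium: DMEM plus 5-aza-dC sensitizer; compound: one concentration, pinned; timing: compounds 3 days, fix/stain 15 min at room temperature; benchmarks: positive control ellipticine, 6 µM final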
INS-1E GSIS act – GLuc luminescence reporter in INS-1E cells, primary screen for activators of glucose-dependent secretion of insulin | hit rate 0.61% among 370,000 | activation, % at 16.6 µM | INS-1E GLuc reporter insulin secretion, 2-3 h;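 active = lowest replicate activation of at least 40%, so every replicate reaches that level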;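 note: 0% = median of neutral control wells and 100% = median of IBMX positive control wells; some compounds called inactive have numbers as strong as hits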
ERAP1 inh – inhibitors of human ERAP1 aminopeptidase; recombinant ERAP1, Leu-AMC fluorescence, 60 min; inhibition, % at 10.7 µM; hit rate 0.15% among 340,000; AID 652197;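 active = mean replicate inhibition of at least 30%, or all replicates individually reaching that 30% level; inactive = mean below 30% and not every replicate reaching it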;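 note: 0% = neutral control wells and 100% = L-leucinethiol positive control wells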
F508del corr – CFTR F508del correction in bronchial cells. activity (quench increase), % at 7.58 µM. hit rate 0.36% among 350,000. CFBE cells, YFP halide quenching; stimulated with forskolin plus potentiator P3; % fluorescence drop versus neutral controls;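 active = mean added fluorescence quench of at least 8% versus neutral control, with both replicates also reaching 8%; inconclusive = only one of the mean or replicate conditions met; inactive = mean below 8% and not both replicates reaching 8%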;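 note: cells transiently co-express mutant CFTR-F508del with the halide-sensitive YFP; corrector assay measuring rescue of mutant channel to the surface after 24 h compound exposure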
RAD54 inh – RAD54 (human) branch migration inhibition; Q92698; RAD54 Holliday junction branch migration, FAM/BHQ fluorescence; inhibition, % at 10.4 µM; hit rate 0.14% among 360,000; AID 602329;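 active = mean normalized replicate activity at least 40 and at least half of replicates scoring 40 or more; inconclusive = only one of the two criteria met; inactive = mean below 40 and under half of replicates reaching 40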;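 note: 0% = median of neutral control wells and 100% = median of positive control wells; inhibitors cause a drop in the FAM fluorescence signal; in these data hits start at about 50%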
* marks the source's active call; other numbers are inactive results; ? = inconclusive; · = not tested or not shown.

Sequence of screens – esBAF inh, INS-1E GSIS act, ERAP1 inh, RAD54 inh, F508del corr, XiGFP reactiv, ARNT TACC3 PPI, RAD52 inh
> O=C(COC(=O)c1cccs1)c1ccc2c(c1)OCCO2
    19, 11, 3, -6, -5.0, ·, 2, -5
> COc1ccc(S(=O)(=O)N(C)C[C@@H]2Oc3c(NC(=O)c4nc5ccccc5s4)cccc3C(=O)N([C@H](C)CO)C[C@H]2C)cc1
    0, -3, 2, -6, -0.5, 0.2, -13, -1
> CO[C@@H]1CN(C)C(=O)c2cc(NC(=O)C3CCOCC3)ccc2OC[C@@H](C)N(C(=O)c2ccccc2)C[C@@H]1C
    1, 7, ·, ·, -3.4, 0.0, ·, ·
> CCCCCC(=O)N1C[C@H](n2cc(-c3ccc(F)cc3)nn2)[C@@H](O)C[C@@H]1c1ccc(OC)cc1
    -7, -24, -2, -7, -4.2, 0.3, ·, 5
> S=C1NCN(Cc2cccnc2)CN1
    ·, ·, -2, 4, 3.5, -0.1, ·, -17
> COc1ccc(CNC(=O)Nc2nnc([C@@H]3C[C@H](O)[C@@H](CO)O3)s2)cc1
    -7, 14, 2, -11, -1.2, -0.3, ·, 26
> O=C(c1cc(-c2ccncc2)nc2ccccc12)N1CCCC(C(F)(F)F)C1 (stereo not given)
    -1, ·, 1, -9, -2.9, 0.1, ·, -4
> Cc1ccc(C(=O)Nc2ccc(C(=O)O)cc2)cc1S(=O)(=O)NCc1ccccc1
    ·, -6, 6, ·, ·, 0.0, -5, -8
> O=C(N/N=C/c1ccnc2ccccc12)c1ccccc1O
    55*, -4, 0, 9, ·, -0.1, -6, -13
> C=C(C)C(=O)OCC(O)COc1ccc(C(C)(C)c2ccc(OCC(O)COC(=O)C(=C)C)cc2)cc1 (stereo not given)
    2, -22, 1, -3, 2.4, 0.2, -2, -8
> CCOC(=O)c1cc(-c2ccc(C)cc2)n(CCC(=O)N2CCN(c3ccccn3)CC2)c1C
    ·, -13, -1, ·, -2.5, 0.0, 13, -13
> CCOC(=O)CNC(=O)c1c2c(nc3ccccc13)CCCC2
    -8, 22, -4, 0, -0.4, ·, 36, -4
> CNC(=O)c1c(C)[nH]c(=S)c(C#N)c1-c1ccco1
    2, -1, 9, 2, 0.0, 0.0, 0, -31
> Cc1ccccc1C(=O)N1CCC(C(=O)NC2CCCC2)CC1
    1, -7, -9, -3, 0.6, 0.2, -4, 1
> O=C(O)COc1cccc(NC(=O)C2CCCO2)c1 (stereo not given)
    2, 20, 0, -19, ·, ·, -4, -1
> COc1ccc(S(=O)(=O)Nc2ccc3c(c2)CC(=O)N([C@H](C)CO)C[C@H](C)[C@@H](CN(C)S(=O)(=O)c2ccc(Cl)cc2)O3)cc1
    0, -7, -1, -4, 2.8, -0.5, -11, 23
> C[C@H]1CN([C@@H](C)CO)S(=O)(=O)c2ccc(C#CCC3CCCC3)cc2O[C@H]1CN(C)C(=O)CC1CC1
    5, -1, 0, 6, 7.3, -1.1, 7, 13
> CN1CCN(NC(=O)COc2cccc(C(F)(F)F)c2)CC1
    ·, ·, 0, -5, 3.2, 0.2, ·, -11
> Cc1nn(C2CCS(=O)(=O)C2)c2nc(C3CC3)cc(C(=O)Nc3ccc(C(N)=O)cc3)c12 (stereo not given)
    ·, 4, 4, ·, -1.3, 0.0, ·, -31
> CNC(=S)Nc1ccc([N+](=O)[O-])cc1C
    -8, 5, -2, 3, -0.8, 0.0, ·, -2
> CCOC(=O)C1=C(c2ccccc2)NC(SCC(=O)NC2CCCCC2)=C(C#N)C1c1ccco1 (stereo not given)
    1, 3, 3, -1, -0.7, ·, -7, -7
> COc1ccc(CNC(=O)CN(C)S(=O)(=O)c2ccccc2)cc1
    ·, 5, -2, ·, -1.0, -0.1, 3, 2
> Cc1ccc(S(=O)(=O)N2C[C@H]3N(C(=O)OC(C)C)N(C(=O)OC(C)C)C[C@H](OC(=O)NCc4ccco4)[C@@]3(O)C2)cc1
    3, -18, -4, 3, -0.6, 0.4, ·, -10
> COc1cccc(NC(=O)[C@@H]2CCC(=O)N2C2OC(=O)c3ccccc32)c1 (stereo not given in full)
    -1, 4, 2, -4, -0.3, ·, 10, -11
> CC(C)CCn1c(N)c(S(=O)(=O)c2cccs2)c2nc3ccccc3nc21
    3, -26, -7, -8, 0.1, ·, -2, -22
> CCCN(CC(=O)Nc1ccccc1C)C(=O)c1ccc(N2CCCCC2)c([N+](=O)[O-])c1
    0, -36, -2, 1, 0.2, 0.0, ·, -4
> C[C@H](CO)N1C[C@H](C)[C@H](CN(C)Cc2ccc(Oc3ccccc3)cc2)Oc2ccc(NC(=O)C3CCCCC3)cc2C1=O
    -3, -20, ·, ·, 2.5, 0.0, ·, ·
> COC(=O)C[C@H]1CC[C@H](NS(=O)(=O)c2ccc(OC)cc2)[C@@H](CO)O1
    -4, 4, 2, -5, 3.3, -0.4, 24, 7
> O=[N+]([O-])c1cccnc1C1OCCO1
    ·, 11, 2, -15, -2.1, 0.1, ·, -6
> Cc1ccc(C)c(N(CC(=O)NC2CCCCC2)C(=O)c2csnn2)c1
    -1, -7, 0, -13, 2.2, 0.2, 2, -4
> N/C(Cc1ccc([N+](=O)[O-])cc1)=N\OC(=O)Cc1ccc(Cl)cc1
    ·, -7, -3, 5, ·, -0.1, -2, -13
> CCCCNC(=O)C[C@H]1C[C@@]2(C(=O)OC)C(=C[C@H](C3CCCC3)O[C@@H]2C)N(Cc2ccccc2)C1=O
    ·, ·, 5, ·, 0.6, 0.0, ·, -9
> COc1ccc(CC(=O)OCC(=O)Nc2c(C)n(C)n(-c3ccccc3)c2=O)cc1OC
    1, 8, 2, -3, -5.2, 0.0, ·, -10
> COC(=O)C1=CN(c2ccc(OC)cc2)C=C(C(=O)OC)C1c1ccc(C)c([N+](=O)[O-])c1
    ·, -23, ·, 2, ·, 0.0, 2, ·
> COCCC(=O)N1CCC(Oc2ccc(C(=O)NC3Cc4ccccc4C3)cc2)CC1
    2, ·, 0, 3, 1.5, 0.3, -7, -12
> Cc1cc2c(cc1S(=O)(=O)N1CCc3ccccc31)NC(=O)CO2
    -2, -10, -1, 1, -3.7, 0.0, 3, -14
> CCOc1ccc(-c2nn(-c3ccccc3)cc2/C=C(\C#N)S(=O)(=O)c2ccccc2)cc1C
    19, -8, ·, -5, ·, ·, -7, ·
> CCc1csc(CCNC(=O)C2CCC(=O)N(CCOC)C2)n1 (stereo not given)
    1, 3, -2, -2, 0.5, 0.0, 6, 2
> CC1CCC(NC(=O)C(=O)Nc2ccc3c(c2)OCO3)CC1 (stereo not given)
    56*, 17, -3, -1, -4.6, 0.0, -7, -7
> CCOc1ccccc1OCCCC(=O)Nc1cc(S(=O)(=O)N2CCOCC2)ccc1OC
    -1, -10, 4, -13, 0.6, 0.2, 1, -13
> CCOC(=O)[C@H]1[C@H]2COc3ccc(Br)cc3[C@@H]2N2C(=O)CN(Cc3ccc(OC)cc3)C(=O)[C@@]12C
    3, -34, -3, -10, 3.7, -0.7, 21, -46
> O=C(CCC(=O)N1CCN(c2ccccn2)CC1)c1ccc(Cl)s1
    4, -8, -2, -1, -1.5, 0.0, -2, -22
> Cc1ccccc1-c1noc(CNC(=O)c2ccco2)n1
    7, 9, 2, 14, -2.2, 0.0, -12, 0
> Cc1ccccc1Nc1nc(N)c2ccccc2n1
    -20, 15, -17, -8, 3.0, -0.7, ·, 4
> CS(=O)(=O)Nc1ccc2c(c1)[C@H]1C[C@H](CC(=O)NCCN3CCCCC3)O[C@@H](CO)[C@H]1O2
    -1, 18, -1, -8, -1.5, 0.0, 4, 3
> COc1ccc(S(=O)(=O)N2CCSC2)cc1C
    6, 13, 1, 8, ·, 0.1, 0, 3
> O=C(NCCNc1ccc([N+](=O)[O-])cc1C(F)(F)F)c1ccc(F)cc1
    ·, -27, 0, ·, -1.7, 0.9, ·, -8
> Cc1ccc(S(=O)(=O)Nc2cccc3c2O[C@H](CN(C)Cc2ccc(C(=O)Nc4ccccc4N)cc2)[C@@H](C)CN([C@H](C)CO)C3=O)cc1
    ·, 1, 1, ·, 0.7, -0.5, ·, -10
> CCOc1ccc(C(=O)Nc2ccccc2OC(F)F)cc1
    ?, -5, ·, -1, 2.5, 0.4, 3, -6
> COc1ccccc1OCCC(=O)OCC(=O)NC(C)c1ccccc1 (stereo not given)
    -16, -1, -2, ·, -0.5, 0.2, -16, -1
> O=C(Nc1cc(Br)ccc1O)c1cc(-c2ccccc2)on1
    26, 15, 1, -2, 0.1, 0.5, -2, -37
> C/C=C/c1ccc([C@H]2[C@@H](CO)N3CCCCN(C(=O)Nc4cc(F)ccc4F)C[C@H]23)cc1
    -3, -3, -3, 7, -1.4, 0.1, 11, -1
> CO[C@H]1CN(C)C(=O)c2cc(NC(=O)C3CC3)ccc2OC[C@H](C)N(C(=O)c2ccccc2F)C[C@H]1C
    -3, 18, 6, -4, -1.5, 0.0, -6, -6
> CC(C)CC#Cc1ccc2c(c1)O[C@@H](CN(C)C(=O)c1cccnc1)[C@H](C)CN([C@H](C)CO)S2(=O)=O
    0, -21, 1, -8, 3.9, -0.7, 1, -5
> CCC(C)NCCCOc1c(C)cc(C)cc1Br (stereo not given)
    -8, 18, ·, 5, ·, 0.3, -4, ·
> CCOc1ccccc1C(=O)NCC(=O)NCC(C)(C)N1CCOCC1
    0, ·, -2, -4, -1.1, 0.2, -6, -10
> COc1ccc(NC(=O)CN2CCN(CC(=O)Nc3ccc(F)cc3)CC2)c(OC)c1
    11, 17, 3, -6, -0.7, 0.0, -4, -5
> COCC(=O)N1[C@@H]2Cn3c(ccc(/C=C/c4ccccc4)c3=O)[C@H]1[C@@H](C(=O)N1CCOCC1)[C@@H]2CO
    -2, -4, 128*, 6, ·, 0.2, 4, -8
> C[C@H](CO)N1C[C@H](C)[C@@H](CN(C)Cc2ccncc2)Oc2ccc(NC(=O)CCCN(C)C)cc2C1=O
    1, 11, ·, 2, 2.2, -0.8, -5, -9
> Cc1ccc[n+](CC2OCc3ccccc3CO2)c1
    ·, 3, 0, ·, 1.7, 0.4, -5, 0

Going on with the list.
Sequence of screens – esBAF inh, INS-1E GSIS act, ERAP1 inh, RAD54 inh, F508del corr, XiGFP reactiv, ARNT TACC3 PPI, RAD52 inh
> O=C(C[C@@H]1CC[C@H]2[C@@H](COC[C@H](O)CN2C(=O)Nc2cccc(Cl)c2)O1)NCCCN1CCOCC1
    0, -20, 0, 6, -1.6, 0.4, 7, 4
> CCOC(=O)Cn1cnc2c(cnn2-c2ccc(Cl)cc2)c1=O
    18, 31, ·, -15, ·, ·, 12, ·
> COCC(=O)N1CC(=O)N2[C@@H](CO)[C@@H](c3ccc(C#Cc4cccc(OC)c4)cc3)[C@@H]2C1
    ·, 8, 0, ·, -1.1, 0.1, ·, -9
> O=C(NCCc1ccc(F)cc1)c1ccc(S(=O)(=O)N2CCCCC2)cc1
    3, -16, -5, 7, -1.6, 0.4, 0, -4
> O=C(Cc1ccncc1)NCC[C@@H]1CC[C@@H](NC(=O)Nc2cccc(F)c2)[C@@H](CO)O1
    -4, -4, -3, -2, 3.3, -0.1, -4, -34
> CC(C)Oc1ccc(CN2CCC2(C)C(=O)Nc2ccc(Cl)c(Cl)c2)cc1 (stereo not given)
    -6, -5, 1, -7, -0.3, 0.3, ·, -4
> CN(CCc1cnn(C)c1)Cc1nc(Cc2ccccc2)no1
    12, -6, -2, -9, -4.1, 0.1, 4, -20
> Oc1c(N=Nc2ccc(F)cc2)ccc2ccccc12
    -9, 7, 0, 4, -2.5, 0.0, 6, -12
